# HCMV antiviral: qHTS Assay for inhibitors of the human cytomegalovirus (HCMV). activity change, negative = inhibition, % at 57.5 µM. hit rate 4.5% among 410,000. AID 1259415, 2018. HFF cells, HCMV-luciferase reporter, 72 h; stronger effect = lower value; in the data active = activity change below about -60%; inconclusive = no clear call, values can overlap the other calls; inactive = above about -39%
#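 Two compound doses tested in HFFs infected with HCMV-luciferase, MOI 1 PFU/cell, 72 h at 37C. Lysate luminescence read with OneGlo; data normalized against buffer-only and 10uM Salinomycin inhibitor controls.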
# FBPA Giardia inh: qHTS Assay for Inhibitors of Fructose-1,6-bisphosphate Aldolase from Giardia Lamblia. A8B2U2. purified Giardia FBPA. Potency, µM (highest dose often 59.6 µM), without a hit: at the top dose activity, negative = inhibition, hits mostly inhibitors. hit rate 0.71% among 290,000; also: potency is read from the fitted curve at half-maximal effect; nearly all actives have a fitted effect of over 55% in size
# Target sequence (A8B2U2 whole entry, looked up): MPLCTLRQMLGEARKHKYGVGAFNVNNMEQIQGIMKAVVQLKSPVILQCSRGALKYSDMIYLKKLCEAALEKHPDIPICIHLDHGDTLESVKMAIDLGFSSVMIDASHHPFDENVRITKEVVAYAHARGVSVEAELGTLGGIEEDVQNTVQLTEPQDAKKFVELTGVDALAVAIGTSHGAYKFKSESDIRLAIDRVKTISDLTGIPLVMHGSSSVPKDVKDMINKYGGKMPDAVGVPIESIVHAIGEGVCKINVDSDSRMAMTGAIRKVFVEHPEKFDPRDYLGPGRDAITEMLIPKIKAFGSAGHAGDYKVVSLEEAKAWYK
#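 Giardia FBPA (40 nM reagent) was preincubated 10 min at RT with compound (up to 57.5 uM final), then substrate plus GAPDH/TPI/NAD/arsenate coupling system with diaphorase/resazurin was added; resorufin fluorescence (525/598 nm) was read after 20 min.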
# HCV inhibitor: qHTS Assay for Inhibitors of Hepatitis C Virus (HCV). Huh7.5.1 HCVcc-Cre infection, luciferase reporter, 44 h. Potency, µM (highest dose often 41.8 µM), without a hit: at the highest dose activity change, negative = inhibition, most hits filed as inhibitors. hit rate 3.4% among 340,000. AID 651820, 2012; also: potency is read from the fitted curve at half-maximal effect
#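 Infectious HCVcc-Cre (~0.5 moi) was added to cells just after compound, with cells seeded 4 h earlier at 1,000 per well. Luciferase activity after 44 h culture reported infection; substrate was incubated 15 min at room temperature before reading.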
# AmpC detergent: qHTS Inhibitors of AmpC Beta-Lactamase (assay with detergent); AmpC hydrolysis of nitrocefin, absorbance 480 nm, 0.01% Triton; Potency, µM (highest dose often 114 µM), for inactives: at the top dose activity change, negative = inhibition, hits mostly inhibitors; hit rate 0.041% among 370,000;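 also: potency is read from the fitted curve at half-maximal effect; 0% = no-compound wells and -100% = no-enzyme wells; nearly all actives have a fitted effect of over 25% in size; some results filed as inactive show a strong effect at the top dose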
# Target sequence (P00811 whole entry, looked up): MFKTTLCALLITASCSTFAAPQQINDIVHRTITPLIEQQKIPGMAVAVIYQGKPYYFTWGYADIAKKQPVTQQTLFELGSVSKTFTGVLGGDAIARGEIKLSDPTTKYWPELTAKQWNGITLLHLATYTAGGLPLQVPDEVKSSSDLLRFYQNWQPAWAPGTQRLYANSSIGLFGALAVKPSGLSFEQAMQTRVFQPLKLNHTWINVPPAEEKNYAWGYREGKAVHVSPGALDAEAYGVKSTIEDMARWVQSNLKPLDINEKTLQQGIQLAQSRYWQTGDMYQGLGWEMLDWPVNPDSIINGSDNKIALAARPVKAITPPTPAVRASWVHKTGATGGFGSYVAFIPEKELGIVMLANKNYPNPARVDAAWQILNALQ
#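 20 mM phosphate pH 7.0 + 0.01% (detergent screen) or 0.0001% Triton X-100; 5.3 nM AmpC reagent; cpd preinc 15 min RT; nitrocefin (800 uM stock) to start; A480 q20 s × 4 min; Activity was normalised to no-enzyme and no-compound control wells.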
# Sm TGR inh: qHTS Assay for the Inhibitors of Schistosoma Mansoni Peroxiredoxins | purified TGR, DTNB reduction, TNB absorbance 405 nm | hit rate 3% among 360,000 | Potency, µM (highest dose often 114 µM), inactives show top-dose activity change, negative = inhibition, hits mostly inhibitors; also: potency is read from the fitted curve at half-maximal effect; nearly all actives have a fitted effect of over 60% in size
#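 Kinetic colorimetric format: TGR-catalysed, NADPH-driven DTNB reduction monitored via TNB absorbance. Enzyme dispensed at 20 nM; compound exposure 15 min at room temperature before reaction start.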
# AMA1 RON2 block: qHTS for Inhibitors of AMA1-RON; Towards Development of Antimalarial Drug Lead: Primary Screen | Plasmodium falciparum AMA1 (3D7) - RON2 peptide interaction | AlphaScreen AMA1-biotinylated RON2 peptide binding | Potency, µM (titrated, usually from 58.2 µM), inactives show at the top dose activity change, negative = inhibition, most hits filed as inhibitors | hit rate 0.2% among 360,000 | AID 720542, 2013;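 also: potency is read from the fitted curve at half-maximal effect; 0% = vehicle wells and -100% = peptide control; nearly all actives have a fitted effect of over 45% in size; some results filed as inactive show a strong effect at the top dose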
#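 AMA1 (3D7) with his tag at 25 nM final met compounds first, then biotinylated RON2 peptide at 25 nM; detection used donor plus acceptor beads, 10 µg/mL apiece, read by AlphaScreen after 30 min at room temperature.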
# Starred values were filed as active, the others as inactive; ? = inconclusive; / = no result given; & = joins results of further samples; [ ] = remark or other dose. Unless noted, calls follow the shape of the dose curve; as a rule, active = well fitted curve in the direction sought with a large enough effect; inconclusive = small, poorly fitted or top-dose-only effect, or another doubt; inactive = no such curve, though single readings can be large; an effect the other way counts as inactive or inconclusive. Unless noted, % is scaled to controls: 0 for no effect and ±100 for the full control effect.
SMILES,HCMV antiviral,FBPA Giardia inh,HCV inhibitor,AmpC detergent,Sm TGR inh,AMA1 RON2 block
CN(C(=O)c1ccc(NC(=O)Cc2ccc(NC(=O)C3CCN(S(=O)(=O)c4cccc([N+](=O)[O-])c4)CC3)cc2)cc1)C1CCCC1,-16.2,/,20.6%,/,/,7.0%
COc1ccc(-c2cc(C(=O)N3CCN(c4ncccn4)CC3)c3ccccc3n2)cc1OC,107.6,/,-20.7%,1.0%,-10.3%,0.0%
C=CCN1C(=O)C2(C(C#N)=C(N)Oc3n[nH]c(CCC)c32)c2ccccc21 (stereo unspecified),-37.0,-4.6%,15.8%,-0.7%,8.2%,10.4%
O=C(Nc1nccs1)c1ccc(-c2ccc(F)c(Cl)c2)o1,18.2,/,22.4µM*,0.3%,?,84.9%[activator]
O=C(NCCCn1ccnc1)c1ccc(S(=O)(=O)N2CCCCCC2)cc1,22.2,3.7%,6.7%,-0.7%,0.7%,-3.8%
Cc1nn(C)cc1CN(C)Cc1ccc(OCC(O)CN2CCCCC2)cc1 (stereo unspecified),38.5,2.6%,?,9.5%,2.3%,-0.2%
CC(=O)Nc1ccc(NC(=O)c2cc(CN3CCCC3)on2)cc1,20.3,/,/,21.7%,-6.0%,/
COC(=O)C1=C(C)N(CCc2cc(OC)c(OC)c(OC)c2)C(=O)N[C@H]1c1ccc(Br)cc1,/,2.0%&-3.6%,0.3%[8.37 µM],?,-2.9%,/
COc1cc(C(C)=O)ccc1Oc1ncnc2c1cnn2-c1ccccc1,-8.5,4.0%,-12.6%,-10.4%,1.1%,-9.1%
CCCCC(=O)OCc1nc(N)nc(Nc2ccccc2C)n1,0.0,1.7%,-2.5%,?,-9.7%,47.7%[activator]
CC1=CC2=NCC(O)CN2C=C1 (stereo unspecified),33.7,0.5%,19.2%,-2.1%,-2.9%,6.6%
Cc1cc(=O)oc2cc(OCc3ccc(C(=O)OCC(=O)Nc4ccccc4OC(F)F)cc3)ccc12,-23.9,9.5%,?,-2.8%,4.0%,?
CCOc1ccc(NC(=O)c2ccc(-c3csc(C)n3)cc2)cc1,16.1,8.1%,?,1.1%,-2.6%,-20.4%
C/C(=N\Nc1c(F)c(F)c(Br)c(F)c1F)c1ccncc1,-24.8,?,-4.0%,-7.1%,4.9%,-25.3%
CN(C)[C@@H]1C(=O)C(C(N)=O)=C(O)[C@@]2(O)C(=O)C3=C(O)c4c(O)cccc4[C@@](C)(O)[C@H]3[C@H](O)[C@@H]12,?,4.46µM*,14.0%[8.37 µM],?,8.91µM*,1µM*
CCOc1ccc(NC(=O)N2CC3CCCN3c3ccccc32)cc1 (stereo unspecified),-10.8,/,/,2.5%,0.1%,/
CCOc1ccc2nc(NC(=O)c3ccccc3)sc2c1,68.0,/,/,9.3%,7.7%,/
CC1(C)NC(=S)C(C)(C)N1N=O,-35.2,/,7.6%,/,/,4.2%
COC(=O)CNC(=O)C1Cc2ccccc2CN1S(=O)(=O)c1ccc(F)cc1 (stereo unspecified),-22.4,?,16.1%,-4.6%,0.8%,-4.7%
Cc1cccc(NC(=O)CN2C(=O)CCn3nc(-c4cccn4C)cc32)c1C,13.2,/,/,-1.2%,-12.1%,/
O=C(COc1cccc(C(F)(F)F)c1)N1CCN(c2ccccc2O)CC1,-25.9,-0.5%,-10.9%,6.1%,-35.2%,-5.4%
CCc1nnc(N2CCN(c3ncnc4c3oc3ccccc34)CC2)s1,?,9.8%,-5.7%&-13.2%,-5.8%,-31.0%,-14.5%
O=C(NCCc1c[nH]c2ccccc12)c1ccc(-n2cnnn2)cc1,36.1,-1.4%,-12.2%,1.9%,-6.3%,-4.7%
CCOc1ccccc1NC(=O)CN(c1nccs1)S(=O)(=O)c1ccc(N)cc1,-8.9,-6.1%,5.9%,-4.1%,-3.6%,-2.8%
CN(C)c1nc(OCCOC(=O)Nc2ccc(Cl)cc2Cl)nc(N(C)C)n1,-27.4,4.9%,?,?,2.9%,6.8%

# More compounds
SMILES,HCMV antiviral,FBPA Giardia inh,HCV inhibitor,AmpC detergent,Sm TGR inh,AMA1 RON2 block
COc1ccc(S(=O)(=O)N2CCN(C(=O)[C@@H]3CCC(=O)N3C3OC(=O)c4ccccc43)CC2)cc1 (stereo partly specified),10.2,8.4%,28.0%,?,-0.4%,-14.6%
Cc1ccc(N)c(N)c1,-4.4,-15.8%,-3.6%,-6.2%,-9.0%,-1.0%
O=C(NNS(=O)(=O)c1cc(Cl)c(Cl)cc1Cl)c1cccnc1,23.8,/,6.1%,-6.4%,0.0%,0.0%
Cc1ccnc(NC(=O)c2ccc(NC(=O)c3ccco3)cc2)c1,-84.7*,2.5%,-28.1%,-9.7%,-10.1%,4.7%
O=S(=O)(NCc1cc(-c2ccccc2)no1)c1ccccc1,-30.3,0.9%,1.8%,?,-1.3%,-8.3%
COC(=O)C1=C(N)Oc2cc(C)n(CCN3CCOCC3)c(=O)c2C1c1cccnc1 (stereo unspecified),-1.1,0.0%,13.0%,-12.8%,-1.7%,21.5%
O=C(CN1C(=O)NC2(CCOc3ccccc32)C1=O)Nc1cccc(Cl)c1 (stereo unspecified),18.9,0.9%,-1.2%,3.8%,-4.8%,-0.5%
Cn1cc(Br)c(C(=O)Nc2sc3c(c2C(N)=O)CCCC3)n1,86.6,-19.1%,-8.9%,?,-17.1%,35.8%[activator]
O=C(Nc1cc2c(cc1C(=O)c1ccccc1Br)OCCO2)c1cccc(Cl)c1,14.6,/,/,0.7%,0.2%,/
COc1cc(Cl)c(C)cc1NC(=O)c1ccccc1NC(=O)CN1CCOCC1,10.8,8.4%,-21.1%,-4.7%,-16.7%,-3.4%
CCOc1cc(NC(=S)NCC2CCCO2)c(OCC)cc1NC(=O)c1ccc(OC)cc1 (stereo unspecified),-13.1,?,?,-4.5%,-14.7%,1.7%
COc1ccccc1N1C(=O)c2ccc(C(=O)Nc3ccc(C(=O)O)cc3)cc2C1=O,25.9,-6.0%,8.0%,-5.1%,89.1µM*,-2.8%
O=C(COC(=O)/C=C/c1ccccc1)Nc1ccc2c(c1)OCCO2,-9.0,/,11.2%,-1.1%,3.4%,-1.3%
Cc1sc2c(c1C)c(=O)n(-c1ccccc1)c1nnc(C)n21,-20.2,3.7%,-0.6%,-1.1%,6.3%,0.7%
COc1ccccc1-n1c(=O)n(C)c2c(C(N)=O)nc(-c3cc(OC)c(OC)c(OC)c3)nc21,43.8,/,/,-7.8%,-2.6%,/
O=C(NC(=S)NCC1CCCO1)c1ccccc1Br (stereo unspecified),33.0,0.4%,-2.2%,?,-12.8%,2.5%[11.6 µM]
Nc1n[nH]c(CO)n1,-24.0,-10.9%,13.6%,-18.4%,4.3%,15.7%
O=C(NCc1ccccc1Cl)c1ccc2nc(Cc3ccccc3)oc2c1,-9.5,/,/,-9.9%,-2.5%,/
CCOc1ccc(N2CC(=O)N/C2=N\c2nc(C)cc(C)n2)cc1,-2.5,-29.9%,-4.8%,?,5.4%,5.3%
Cc1nc(SCn2nnc3ccccc3c2=O)nc(C)c1C,10.2,2.4%,-1.7%,-2.7%,-2.4%,-16.2%
CCCn1c(=O)c2ccccc2n2c(SCc3cc(=O)oc4ccc5ccccc5c34)nnc12,1.6,-9.9%,13.5%,-13.1%,-22.3%,9.3%
COc1cc(NC(=O)Nc2ccc(Cl)c(Cl)c2)c(C(=O)O)cc1OC,?,-7.3%,27.2%,3.0%,-0.3%,-12.1%
COc1ccc2[nH]c(C)c(CN3CCC(C)CC3)c(=O)c2c1,?,-9.7%,7.8%,-11.2%,0.0%,2.1%
C=CCNc1nc2c(c(=O)[nH]c(=O)n2C)n1CCCCC,-0.3,0.4%,11.0%,-4.7%,7.8%,-2.7%
CC1=C(C(=O)NCc2cccc(Br)c2)C2(CCCCC2)OC1=O,-11.7,/,/,19.0%,-0.6%,/

# Ordered by SMILES length (highest first): some entries from above
SMILES,HCMV antiviral,FBPA Giardia inh,HCV inhibitor,AmpC detergent,Sm TGR inh,AMA1 RON2 block
C=CCN1C(=O)C2(C(C#N)=C(N)Oc3n[nH]c(CCC)c32)c2ccccc21 (stereo unspecified),-37.0,-4.6%,15.8%,-0.7%,8.2%,10.4%
COc1cc(Cl)c(C)cc1NC(=O)c1ccccc1NC(=O)CN1CCOCC1,10.8,8.4%,-21.1%,-4.7%,-16.7%,-3.4%
O=C(Nc1nccs1)c1ccc(-c2ccc(F)c(Cl)c2)o1,18.2,/,22.4µM*,0.3%,?,84.9%[activator]

# Among those listed so far, these have a furan ring, fused or not:
SMILES,HCMV antiviral,FBPA Giardia inh,HCV inhibitor,AmpC detergent,Sm TGR inh,AMA1 RON2 block
O=C(Nc1nccs1)c1ccc(-c2ccc(F)c(Cl)c2)o1,18.2,/,22.4µM*,0.3%,?,84.9%[activator]
CCc1nnc(N2CCN(c3ncnc4c3oc3ccccc34)CC2)s1,?,9.8%,-5.7%&-13.2%,-5.8%,-31.0%,-14.5%
Cc1ccnc(NC(=O)c2ccc(NC(=O)c3ccco3)cc2)c1,-84.7*,2.5%,-28.1%,-9.7%,-10.1%,4.7%

# Going on with the list:
SMILES,HCMV antiviral,FBPA Giardia inh,HCV inhibitor,AmpC detergent,Sm TGR inh,AMA1 RON2 block
Cc1cc(CNC(=O)c2cc(Br)ccc2Cl)nn1C,6.9,5.5%,-16.9%,-1.2%,2.1%,5.0%
COc1ccc(Cc2nnc(N=Nc3c(O)[nH]c4ccc(Br)cc34)[nH]c2=O)cc1,-39.7,2.6%,8.8%,1.3%,3.3%,28.2%
COc1cccc(C(=O)Nc2cc3c(cc2C(C)=O)OCCO3)c1,74.0,-2.9%,?,1.3%,-1.1%,3.5%
CC1CCCN(c2csc3ccc(F)cc3c2=O)C1 (stereo unspecified),20.9,/,/,7.4%,-10.8%,/
CCCSc1nc(NCc2ccco2)c2c3c(sc2n1)COC(C)(C)C3,-36.1,-12.8%,-16.2%,-2.9%,-19.4%,-8.2%
C=CCC(=O)OCC(=O)Nc1ccc(Oc2ccccc2)cc1,/,8.7%,/,-15.2%,-3.6%,/
CN(C)c1ccc(/C=N/NC(=O)C(=O)/C=C2\NC3(CCCC3)Cc3ccccc32)cc1,-62.8*,-1.3%,?,-3.5%,-1.0%,6.7%
COc1ccc(NC(=S)N2CCCN(Cc3cc(C)ccc3C)C2)cc1,-23.1,2.5%,-29.5%,-10.5%,3.4%,24.6%
CCN(CC)S(=O)(=O)c1ccc2c(c1)N(CC(=O)NCc1ccc(F)cc1)C(=O)CO2,-37.2,/,/,15.0%,7.9%,/
CC(C)C(=O)Nc1cc(C(F)(F)F)ccc1-n1ccnc1,8.0,0.7%,2.3%,-5.9%,3.4%,-2.3%
CC(C)C[C@@H](CO)NS(=O)(=O)c1cc(Cl)ccc1F,20.6,/,13.0%,/,/,4.3%

# Compound activity as filed in PubChem.
